EPAC1 antagonist = EPAC1 (human) antagonism; EPAC1 GEF assay, Rap1b-BODIPY-GDP exchange fluorescence; Potency, µM (highest dose often 115 µM), for the others: at the top dose activity change, negative = inhibition, actives largely listed as inhibitors; 360,000 tested, 0.14% active; AID 720709;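 also: potency is read from the fitted curve at half-maximal effect; plate controls were vehicle for no effect and positive control for full effect; nearly all actives have a fitted effect of over 50% in size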
IL-2 act = activators of IL-2 | IL-2 activation reporter assay, cell-based qHTS; stimulated with anti-CD3/CD4/CD28 beads; in transgenic mouse T cells | activation, % (series mostly up to about 46 µM) | AID 652025 | 360,000 tested, 0.065% active; in the data active = activation above about 50%; inconclusive = mostly about 30% to 49%; also: 0% is about no effect
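Using fluorescent plate cytometry, EGFP and DsRed are detected in transgenic mouse T cells stimulated 18 h at 37 degrees C with antibody-coated beads after 60 min compound pretreatment.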
WRN helicase inh = inhibitors of human WRN helicase. Q14191. WRN helicase unwinding, fluorescent forked duplex, kinetic. Potency, µM (series often up to 114 µM), for the others: at the top dose activity change, negative = inhibition, most hits filed as inhibitors. 360,000 tested, 0.46% active. AID 651768; also: potency is read from the fitted curve at half-maximal effect; % is scaled to controls: 0 for no effect and ±100 for the full control effect; nearly all actives have a fitted effect of over 55% in size
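Kinetic red-fluorescence monitoring (525/598 nm) tracks WRN helicase activity after 100 nM fluorophore-quencher forked duplex and 2 mM ATP are added to 20 nM enzyme pretreated 15 min at room temperature with compound.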
FUS suppressor = FUS proteinopathy suppression in yeast; Potency, µM (titrated, usually from 76.6 µM), inactives show top-dose growth rescue (activation), most hits filed as activators; AID 1347120; S. cerevisiae FUS-expressing, growth rescue, OD600, 24 h; 390,000 tested, 0.24% active;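 also: potency is read from the fitted curve at half-maximal effect; plate controls were DMSO vehicle for no effect and reference control for full effect; nearly all actives have a fitted effect of over 55% in size; some results filed as inactive show a strong effect at the top dose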
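Galactose (2%) drives FUS expression in yeast precultured in raffinose; seeding density OD 0.005. Test compounds incubated 24hr at 30C and 99% humidity before absorbance at 600 nm was measured.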
EPAC1 ag = activates human EPAC1 exchange factor | O95398 | EPAC1 agonist qHTS, biochemical assay; response scale: 100% = response to 6.5 mM cAMP | Potency, µM (titrated, usually from 154 µM), for the others: at the highest dose activation, actives largely listed as activators | 360,000 tested, 0.073% active | AID 720707; also: potency is read from the fitted curve at half-maximal effect; nearly all actives have a fitted effect of over 60% in size
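Read-out is the fluorescence drop as BODIPY-GDP leaves Rap1B (480 nm excitation, 540 nm emission), recorded every 5 minutes over 30 minutes. Reactions held 100 nM EPAC1, 250 nM Rap1B–BODIPY-GDP and 50 uM GDP, with 6.5 mM cAMP setting full activation.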
PI5P4Ka inh = blocks human PI5P4K alpha kinase activity | PI5P4Kalpha enzyme, ADP-Glo luminescence, 60 min; stronger effect = lower value | max response, % | 330,000 tested, 1.2% active | AID 652105; active = max response of -50% or lower; inconclusive = between -30% and -50%; inactive = -30% or higher; also: value at the top dose of about 77 µM; % is scaled to controls: 0 for no effect and ±100 for the full control effect
Target sequence (P48426 whole entry, looked up): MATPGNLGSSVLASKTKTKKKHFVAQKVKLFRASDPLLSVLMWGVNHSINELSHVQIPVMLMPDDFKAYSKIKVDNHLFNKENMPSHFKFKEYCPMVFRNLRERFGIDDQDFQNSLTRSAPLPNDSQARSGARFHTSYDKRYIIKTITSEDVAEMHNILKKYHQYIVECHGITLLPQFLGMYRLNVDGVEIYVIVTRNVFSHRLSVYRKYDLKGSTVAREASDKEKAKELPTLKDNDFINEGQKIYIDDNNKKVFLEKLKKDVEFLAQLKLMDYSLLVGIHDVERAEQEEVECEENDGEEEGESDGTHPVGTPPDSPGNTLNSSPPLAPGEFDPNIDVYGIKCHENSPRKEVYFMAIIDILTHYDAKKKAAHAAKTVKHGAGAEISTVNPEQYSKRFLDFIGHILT
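Single end-point luminescence (ADP-Glo) quantified ADP from PI5P4Kalpha turnover; ATP 5 microM final, 1 h at RT, 0.1% CHAPS and 0.28 mM EGTA in HEPES pH 7.4.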
Abeta yeast res = A-beta toxicity reversal in yeast. AID 1347071. 410,000 tested, 0.063% active. Potency, µM (doses to about 46.1 µM), without a hit: at the top dose growth rescue, actives largely listed as activators. yeast expressing A-beta42, growth rescue, OD600, 48 h; response scale: 0% DMSO, 100% iron-clioquinol control; also: potency is read from the fitted curve at half-maximal effect; nearly all actives have a fitted effect of over 55% in size
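Yeast A-beta toxicity model in growth medium with pinned compounds, 48 h at 30 C; growth read as absorbance at 600 nm. Normalized to FeCl3/clioquinol equimolar mix (positive) and DMSO (negative).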
PLK1 PBD block = blocks phosphopeptide binding to human PLK1 polo-box domain; P53350; Plk1 PBD binding of FITC phosphopeptide, fluorescence polarization; Potency, µM, without a hit: max response, negative = inhibition, hits mostly inhibitors; 360,000 tested, 2.8% active; also: potency is read from the fitted curve at half-maximal effect; series mostly up to about 57 µM; % is scaled to controls: 0 for no effect and ±100 for the full control effect; nearly all actives have a fitted effect of over 65% in size
Target sequence (P53350 whole entry, looked up, the tested form may be a part): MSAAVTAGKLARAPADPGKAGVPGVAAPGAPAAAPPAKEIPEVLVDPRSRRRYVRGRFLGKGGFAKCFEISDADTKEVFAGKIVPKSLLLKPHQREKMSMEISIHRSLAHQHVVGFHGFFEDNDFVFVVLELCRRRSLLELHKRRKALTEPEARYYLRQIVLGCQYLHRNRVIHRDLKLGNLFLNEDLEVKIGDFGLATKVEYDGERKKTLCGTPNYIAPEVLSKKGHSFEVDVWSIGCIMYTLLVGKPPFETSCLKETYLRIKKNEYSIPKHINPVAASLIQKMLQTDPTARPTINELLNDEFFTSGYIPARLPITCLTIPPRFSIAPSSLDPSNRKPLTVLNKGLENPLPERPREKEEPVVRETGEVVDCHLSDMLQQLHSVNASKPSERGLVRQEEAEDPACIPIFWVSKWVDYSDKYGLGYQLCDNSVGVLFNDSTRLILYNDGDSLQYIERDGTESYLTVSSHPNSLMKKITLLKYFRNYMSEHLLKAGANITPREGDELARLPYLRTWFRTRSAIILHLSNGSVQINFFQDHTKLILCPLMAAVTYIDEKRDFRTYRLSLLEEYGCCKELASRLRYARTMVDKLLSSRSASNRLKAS
The depositor's hits bear a star; ? = inconclusive; / = not tested or not shown; & = joins results of further samples; [ ] = dose if it differs, or a comment. Unless noted, calls follow the shape of the dose curve; as a rule, active = well fitted curve in the direction sought with a large enough effect; inconclusive = small, poorly fitted or top-dose-only effect, or another doubt; inactive = no such curve, though single readings can be large; an effect the other way counts as inactive or inconclusive.

#1 O=C(Nc1ccc(S(=O)(=O)N2CCCCC2)cc1)C1CCCO1 (stereo unspecified)
#2 O=C(CNC(=O)c1ccncc1)Nc1ccc(F)c(F)c1
#3 COc1ccc(S(=O)(=O)Nc2c(C(=O)O)[nH]c3ccccc23)cc1
#4 CC(C)(C)OC(=O)N1CCN(c2ccc(NC(=O)c3ccco3)cc2)CC1
#5 CC(=O)Nc1cccc(-c2csc(C(O)c3cccc(Cl)c3)n2)c1 (stereo unspecified)
#6 COc1cc(C(=O)NCc2cc3cc(Cl)ccc3n2C)cc(OC)c1OC
#7 CCCOc1ccc(-c2c(C(=O)N/N=C/c3ccc(OCC)cc3)nnn2-c2nonc2N)cc1
#8 S=c1[nH]nc(-c2ccco2)n1-c1ccc(Cl)cc1
#9 COP(=O)(OC)c1nc(-c2cccc3ccccc23)oc1N1CCOCC1
#10 O=C(COC(=O)c1ccc(S(=O)(=O)N2CCc3ccccc3C2)cc1)NC(=O)NCc1ccco1

Compound | 1 | 2 | 3 | 4 | 5 | 6 | 7 | 8 | 9 | 10
IL-2 act | 0.5 | -4.2 | 6.7 | -0.2 | 0.7 | -0.3 | 1.3 | 0.6 | -0.3 | -1.0
PI5P4Ka inh | -1 | 0 | 3 | -8 | -2 | 11 | -5 | -22 | -1 | -29
PLK1 PBD block | -11% | -8% | -26% | 4% | -11% | 8% | 0% | -19% | -12% | -4%
Abeta yeast res | 6% | -8% | 6% | -24% | -3% | 2% | -2% | -1% | 8% | -5%
EPAC1 antagonist | 13% | -11% | 5% | 3% | -17% | 1% | -9% | 2% | -28% | -1%
WRN helicase inh | 12% | -25% | -5% | -6% | -1% | 1% | -4% | -6% | -4% | -1%
FUS suppressor | 15% | / | -12% | 9% | 23% | 55% | / | 21% | 20% | 6%
EPAC1 ag | 0% | -4% | -8% | -7% | -8% | 2% | 3% | -6% | -1% | -14%

Given in markdown: entries from further up.
| entry | molecule | IL-2 act | PI5P4Ka inh | PLK1 PBD block | Abeta yeast res | EPAC1 antagonist | WRN helicase inh | FUS suppressor | EPAC1 ag |
| --- | --- | --- | --- | --- | --- | --- | --- | --- | --- |
| 9 | COP(=O)(OC)c1nc(-c2cccc3ccccc23)oc1N1CCOCC1 | -0.3 | -1 | -12% | 8% | -28% | -4% | 20% | -1% |
| 5 | CC(=O)Nc1cccc(-c2csc(C(O)c3cccc(Cl)c3)n2)c1 (stereo unspecified) | 0.7 | -2 | -11% | -3% | -17% | -1% | 23% | -8% |

Values in list order from the list:
Nos. 2 to 10 in PI5P4Ka inh: 0, 3, -8, -2, 11, -5, -22, -1, -29
Nos. 2 to 10 in IL-2 act: -4.2, 6.7, -0.2, 0.7, -0.3, 1.3, 0.6, -0.3, -1.0
Nos. 2 to 10 in EPAC1 antagonist: -11%, 5%, 3%, -17%, 1%, -9%, 2%, -28%, -1%

Going on with the list.
#11 Cc1cc(C)c2nc(SCC(=O)N(C)C3CCS(=O)(=O)C3)cc(C)c2c1 (stereo unspecified)
#12 CC1C(=O)N(Cc2cn(CC3CCCCC3)nn2)CCS(=O)(=O)N1Cc1ccc(-c2cccc(N(C)C)c2)cc1 (stereo unspecified)
#13 COc1ccc(-c2nc3c(c(SCC(=O)N4CCCC4)n2)COC(C)(C)C3)cc1
#14 N/C(Cc1ccc([N+](=O)[O-])cc1)=N\OC(=O)COc1cccc2ccccc12
#15 CCOc1cc(C(=O)NCc2ccccc2)ccc1OCC(=O)N1CCOCC1
#16 Cc1ccc(C(=O)NNC(=O)CCOc2cccc(C)c2)cc1
#17 CC1(C)CC(=O)C2=C(C1)N(N1CCOCC1)C(N)=C(C#N)C2c1cccnc1 (stereo unspecified)
#18 c1ccc(-c2nc3c([nH]2)CCc2nonc2-3)cc1
#19 CN(C(=O)CC1C(=O)NCCN1Cc1ccc2ccccc2c1)C1CCOCC1 (stereo unspecified)
#20 CCOC(=O)N=S(=O)(Oc1ccc([N+](=O)[O-])cc1)c1ccc(Cl)cc1 (stereo unspecified)

Compound | 11 | 12 | 13 | 14 | 15 | 16 | 17 | 18 | 19 | 20
IL-2 act | -4.7 | -3.4 | 1.0 | 1.7 | 0.1 | 0.7 | 1.0 | 1.9 | 1.7 | 0.6
PI5P4Ka inh | 2 | -11 | -3 | / | 2 | 4 | 6 | -1 | 0 | -1
PLK1 PBD block | -23% | -4% | -9% | -4% | -8% | 4% | -5% | -11% | -10% | 4%
Abeta yeast res | 0% | -5% | -6% | 11% | -5% | -6% | -7% | -4% | 13% | 12%
EPAC1 antagonist | -2% | -7% | -7% | 3% | -28% | 12% | -18% | -18% | 9% | -10%
WRN helicase inh | 10% | -4% | 7% | -5% | -13% | 9% | 5% | -4% | -31% | -6%
FUS suppressor | -8% | ? | 5% | 8% | -41% | / | 4% | 7% | 9% | -4%
EPAC1 ag | -4% | -17% | 13% | 15% | 7% | 2% | 3% | 4% | 4% | 13%

#21 O=C1NC(=O)/C(=C/c2ccc(-c3cccc([N+](=O)[O-])c3)o2)S1
#22 O=C(Nc1cccc(-c2ccc(N3CCCCC3)nn2)c1)C(F)(F)F
#23 COc1ccc(-c2nnc(NC(=O)c3ccc(S(=O)(=O)N(C)CC4CCCO4)cc3)o2)c(OC)c1 (stereo unspecified)
#24 CCCn1c2ccccc2c2cnn(CC(=O)NCCN(CC)CC)c(=O)c21
#25 Cc1ccc(C(=O)O/N=C/c2c(Cl)n(C)c3ccccc23)cc1
#26 O=C(CSC1=Nc2ccccc2C2=NC(CC(=O)NCc3ccco3)C(=O)N12)NCc1ccco1 (stereo unspecified)
#27 CCOC(=O)c1c(NC(=O)CSc2nc3ccccc3s2)sc(C)c1C
#28 O=C(Cn1cc(COc2ccc(C(=O)c3ccccc3)cc2)nn1)c1ccc(O)cc1
#29 c1coc(-c2ccnc(-c3ccncc3)n2)c1
#30 O=C(O)c1ccc(CNCc2ccc(Cl)cc2Cl)cc1

Compound | 21 | 22 | 23 | 24 | 25 | 26 | 27 | 28 | 29 | 30
IL-2 act | 1.0 | 0.8 | -0.1 | -2.9 | -0.5 | -0.7 | 0.7 | -0.3 | -1.2 | -0.9
PI5P4Ka inh | -51* | 2 | -12 | 3 | 8 | -3 | 10 | -24 | -2 | -7
PLK1 PBD block | ? | -8% | -8% | -16% | 0% | -6% | -20% | -15% | -10% | -2%
Abeta yeast res | 1% | 0% | 17% | -12%&-4% | 7% | 9% | 2% | -10% | -15% | 22%
EPAC1 antagonist | ? | -2% | -6% | 2% | -5% | 12% | -18% | -16% | 4% | 8%
WRN helicase inh | 32µM* | -1% | -18% | 15% | -6% | -26% | -17% | -11% | -4% | 0%
FUS suppressor | 31% | -3% | 6% | 22%&-8% | -13% | 22% | 18% | 8% | 3% | 11%
EPAC1 ag | 22% | -6% | ? | 0% | 5% | 7% | 5% | 7% | 8% | -7%

#31 COc1ccc(N2CCN(CC(O)COCc3ccccc3)CC2)cc1 (stereo unspecified)
#32 COc1cc(C(=O)NCc2nc(C)cs2)ccc1OC1CCN(C(C)=O)CC1
#33 O=C(Nc1ccccc1)Nc1nnc([C@@H]2C[C@H](O)[C@@H](CO)O2)s1
#34 COc1cc(NCCCn2ccc(NC(=O)OCc3ccccc3)nc2=O)cc(OC)c1OC
#35 N#CC(=C1C=C(Br)C(=NO)C=C1Cl)c1cccc2ccccc12
#36 C/C=C/c1cc(CN2CCN(c3ccccc3)CC2)c(O)c(OC)c1
#37 CCOC(=O)CNC(=O)OC1CCN2Cc3ccccc3N=C12 (stereo unspecified)
#38 CCOC(=O)C(Cc1ccccc1)(NC(C)=O)C(=O)OCC
#39 CCCOc1ccc(Cc2c(COCC)[nH]c(=S)[nH]c2=O)cc1
#40 Cc1cccc(S(=O)(=O)Nc2ccc(C)c3c2OC(C)(C)C3)c1

Compound | 31 | 32 | 33 | 34 | 35 | 36 | 37 | 38 | 39 | 40
IL-2 act | 0.8 | -0.4 | -0.5 | -0.3 | -1.0 | -0.1 | -1.5 | 0.8 | 1.6 | -1.7
PI5P4Ka inh | 11 | -3 | 2 | -3 | -20 | 3 | -4 | / | -21 | -1
PLK1 PBD block | -3% | -8% | -10% | -8% | -10% | -1% | 8% | -2% | ? | 2%
Abeta yeast res | 13% | 8% | -11% | -10% | -62%[inhibitor] | -6% | -14% | -4% | 0% | 24%
EPAC1 antagonist | -1% | 4% | -10% | 1% | -7% | -3% | 14% | 8% | -19% | 4%
WRN helicase inh | -5% | -7% | 2%[57.1 µM] | 5% | -4% | -10% | 7% | -1% | -26% | 6%
FUS suppressor | -3% | 8% | -15% | 19% | -4% | -18% | -10% | -13% | 9% | 22%
EPAC1 ag | 2% | -3% | -5% | -13% | -8% | 11% | 6% | 2% | -5% | 2%

Of the compounds above, two have a cyano group.
#17 CC1(C)CC(=O)C2=C(C1)N(N1CCOCC1)C(N)=C(C#N)C2c1cccnc1 (stereo unspecified)
#35 N#CC(=C1C=C(Br)C(=NO)C=C1Cl)c1cccc2ccccc12

Compound | 17 | 35
IL-2 act | 1.0 | -1.0
PI5P4Ka inh | 6 | -20
PLK1 PBD block | -5% | -10%
Abeta yeast res | -7% | -62%[inhibitor]
EPAC1 antagonist | -18% | -7%
WRN helicase inh | 5% | -4%
FUS suppressor | 4% | -4%
EPAC1 ag | 3% | -8%

New compounds follow:
#41 COc1cc(S(=O)(=O)N2CCCCCC2)c(OC)cc1Br
#42 Cn1c(SCC(=O)Nc2cccc(Br)c2)nnc1-c1cc2ccccc2o1
#43 Cc1ccc2c(N)c(C#N)sc2n1
#44 Cn1cccc1C(=O)OCC(=O)c1c[nH]c2ccccc12
#45 Cc1cc(C)n2nc(SCc3cc(=O)oc4ccc5ccccc5c34)nc2n1

Compound | 41 | 42 | 43 | 44 | 45
IL-2 act | 3.1 | -3.0 | 0.8 | 0.0 | -2.1
PI5P4Ka inh | 1 | 0 | -3 | -1 | 4
PLK1 PBD block | -7% | -1% | -9% | -7% | -14%
Abeta yeast res | 2% | -12% | 1% | ? | -4%
EPAC1 antagonist | -10% | 11% | 6% | -23% | -3%
WRN helicase inh | -8% | 15% | -7% | -23% | 7%
FUS suppressor | 5% | 29% | 0% | 9% | -13%
EPAC1 ag | 10% | -7% | 3% | 9% | -1%
